K1F lysis inhibition = protection from phage-mediated lysis, alamar blue read-out – E. coli UTI89, K1F phage, bacterial capsule biogenesis inhibitors (AID 488966) | E. coli UTI89 K1F phage lysis, alamar blue, 2 h; higher % means a stronger effect | inhibition, % at 100 µM; hits with a dose series show IC50 in µM | 340,000 tested, 0.02% active;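 active = phage lysis inhibition, versus mean bacterial control, above a set limit; inconclusive = no clear call, values can overlap the other calls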;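 note: capsule biogenesis inhibitors block K1F phage lysis so surviving cells raise fluorescence; higher fluorescence means more inhibition of phage lysis; actives were called in the ten point dose series up to 300 µM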
AID2073 = disruptors of CaV2.2 binding to Mint1 – biochemical, HTRF (AID 2073); HTRF protein-protein interaction, Mint1-CaV2.2; higher % means a stronger effect; inhibition, % at 20 µM; hits with a dose series show IC50 in µM; 290,000 tested, 0.19% active; in the data active = inhibition mostly above about 51%, no sharp cut-off; inconclusive = no clear call, values can overlap the other calls; inactive = mostly below about 53%; note: some results filed as inactive read as strong as hits
GPR35 arrestin U2OS = inhibition of zaprinast-stimulated GPR35 beta-arrestin translocation – imaging, U2OS, beta-arrestin-GFP, zaprinast agonist, primary screen (AID 2058) | U2OS GPR35 beta-arrestin-GFP translocation imaging, zaprinast antagonism; higher % means a stronger effect | inhibition, % at 10 µM; hits with a dose series show IC50 in µM | 290,000 tested, 0.052% active;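 active = inhibition of at least 50% with at least 30 cells and total cytoplasm GFP at most 10,000,000; inconclusive = under 30 cells or total GFP of 10,000,000 plus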
RSV CPE inhibition = inhibition of RSV-induced cytopathic effect – HEp-2 cells, primary 10 µM value included (AID 2391). HEp-2 cells, RSV-induced CPE inhibition; higher % means a stronger effect. CPE inhibition, % at 10 µM; hits with a dose series show IC50 in µM. 310,000 tested, 0.13% active; in the data active = a potency from the dose series; inconclusive = CPE inhibition mostly from about 23% at the one dose, without a potency; inactive = the rest, 99 in 100 with CPE inhibition below about 21%; note: strong numbers were not always called active
NTR1 agonist = NTR1-driven beta-arrestin-GFP spot formation – imaging, U2OS cells, high content, primary screen (AID 493036); P30989; agonist mode; activation, % at 20 µM; 330,000 tested, 0.17% active;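 active = activation at or above 40% of the spot to cytoplasm intensity ratio, with at least 20 cells analyzed; inconclusive = wells under 20 cells, flagged as cytotoxic or low count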;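 note: 0% = DMSO without peptide and 100% = 100 nM NTR1 peptide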
Target sequence (P30989 whole entry, looked up): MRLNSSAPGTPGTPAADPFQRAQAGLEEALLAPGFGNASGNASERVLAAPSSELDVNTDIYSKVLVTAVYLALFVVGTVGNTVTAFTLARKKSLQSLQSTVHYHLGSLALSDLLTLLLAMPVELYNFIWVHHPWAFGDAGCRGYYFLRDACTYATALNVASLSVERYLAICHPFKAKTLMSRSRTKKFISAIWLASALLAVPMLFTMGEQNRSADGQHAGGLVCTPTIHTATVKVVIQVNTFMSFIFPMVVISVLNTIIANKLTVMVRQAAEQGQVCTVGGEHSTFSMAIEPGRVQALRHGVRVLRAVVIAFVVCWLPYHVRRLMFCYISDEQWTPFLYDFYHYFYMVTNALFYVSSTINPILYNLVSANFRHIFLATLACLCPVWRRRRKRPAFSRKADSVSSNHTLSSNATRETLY
Autophagy HCS = alters autophagy in cells. calls only at 10 µM (by protocol). MEF GFP-LC3 puncta imaging; test concentration mostly 10 µM. AID 463193. 190,000 tested, 0.98% active;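 active = percentage of spot-positive cells more than 3 SD above its plate mean, without a fluorescence outlier flag or 80% toxicity; inconclusive = no clear call, values can overlap the other calls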;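 note: spot-positive cell cutoff set from DMSO-treated cells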
LYP phosphatase = PTPN22 lymphoid phosphatase activity blockers – biochemical, fluorescence intensity, uHTS (AID 1779). inhibition, % at 11.5 µM; hits with a dose series show IC50 in µM. 290,000 tested, 0.054% active. recombinant LYP phosphatase, fluorescence intensity; higher % means a stronger effect; in the data active = inhibition above about 50%;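 note: plate controls were vehicle with enzyme for no effect and no enzyme for full effect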
WT yeast gro inh = growth inhibition of WT yeast, mitochondrial fusion screen | mitochondrial fusion phenotypic screen, WT strain | inhibition, % at 10 µM | 190,000 tested, 2.1% active | AID 1362; in the data active = inhibition above about 58%; tested in S. cerevisiae
Dengue-2 NS5 capping = flavivirus cap methylation enzyme inhibition – biochemical, confirmation dose response, primary screen (AID 588689); inhibition, % at 25 µM; hits with a dose series show IC50 in µM; 340,000 tested, 0.3% active; Dengue-2 NS5 methyltransferase capping enzyme assay, biochemical; higher % means a stronger effect; in the data active = a potency from the dose series; inconclusive = inhibition above about 29% without an active follow-up result
WT yeast gro inh mutant strain = second read-out of WT yeast gro inh, no call of its own (marks repeat the call); inhibition, %; mitochondrial fusion phenotypic screen, mutant strain inhibition
Autophagy HCS cell loss 18 h = second read-out of Autophagy HCS, no call of its own (marks repeat the call); toxicity, %; measured here: cell loss, nuclei count;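 cell loss after 18 h compound exposure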
NTR1 agonist cell count 20 µM = second read-out of NTR1 agonist, no call of its own (marks repeat the call); cell count; measured here: cell count, cytotoxicity flag
Dengue-2 NS5 capping pilot replicate = also measured in Dengue-2 NS5 capping; calls as there; inhibition, %; measured here: pilot screen replicate inhibition
An asterisk follows results filed as active; i = inactive; ? = inconclusive; · = no result given; & = joins results of further samples; [ ] = remark or other dose.

SMILES | K1F lysis inhibition | AID2073 | GPR35 arrestin U2OS | RSV CPE inhibition | NTR1 agonist | NTR1 agonist cell count 20 µM | Autophagy HCS | Autophagy HCS cell loss 18 h | LYP phosphatase | WT yeast gro inh | WT yeast gro inh mutant strain | Dengue-2 NS5 capping | others
COc1ccc(OCCN2C(=O)NC3(CCc4ccccc4C3)C2=O)cc1 (stereo not given) | 0.1% | -1% | 8% | 1.5% | 2.0 | 89 | i | -2 | -5% | 2 | -1 | -7%
CCOC(=O)C1=C(c2ccccc2)Nc2ncnn2C1c1cc(OC)ccc1OC (stereo not given) | 6.5% | -1% | -26% | 0.3% | 0.3 | 58 | i | -5 | 0% | 10 | -3 | -3%
Cc1cc(C(=O)NCc2ccccc2Br)no1 | 5.2% | -1% | 3% | -0.7% | 1.5 | 86 | i | -2 | 6% | -7 | -21 | -3%
CCc1cc(C(=O)NCC(c2cccs2)N2CCOCC2)sc1C (stereo not given) | 0.0%[50 µM] | · | · | -2.0% | 0.0 | 69 | · | · | · | · | · | 0%
COc1ccc(-c2cc(=O)oc3cc4occ(C)c4cc23)cc1 | 6.6% | 1% | -8% | -0.8% | 5.9 | 63 | i | 11 | -2% | · | · | -1%
CCCCN(C(=O)c1c(C)noc1C)c1c(N)n(CCC)c(=O)[nH]c1=O | 0.5%[50 µM] | · | · | 1.1% | 1.6 | 61 | · | · | · | · | · | 2%
CCOC(=O)CSc1ncnc2c1nnn2-c1ccc(F)cc1 | 1.6% | -2% | 9% | -0.4% | 1.2 | 42 | i | 1 | -3% | -2 | -28 | -2%
c1ccc(CC2CCN(Cc3nc(-c4ccccc4)no3)CC2)cc1 | 0.0% | 5% | 15% | 3.8% | 4.5 | 37 | i | 0 | 1% | 40 | 12 | -4%
O=C(c1cc2ccccc2s1)N1CCN(c2ccccn2)CC1 | 2.4%[50 µM] | 2% | 3% | 3.3% | -0.2 | 59 | · | · | -11% | · | · | 2%
O=C(c1ccc2c3c(cccc13)CC2)C1CCCN(C(=O)c2ccc(=O)[nH]c2)C1 (stereo not given) | 1.3% | 46% | -3% | 1.0% | -0.1 | 33 | i | -20 | 4% | -12 | 2 | -6%
CCc1noc(C)c1C(=O)OC(C)C(=O)Nc1ccccc1OC (stereo not given) | 1.3%[50 µM] | · | · | -1.3% | -1.5 | 49 | · | · | · | · | · | -2%
Cc1ccc(NC2=CC(=O)CCC2)cc1C | 0.3% | -1% | -8% | 0.6% | -1.9 | 55 | i | -10 | 0% | -17 | -10 | ?
CCc1cccc(C)c1NC(=O)C1CN(S(=O)(=O)c2ccccc2)CCN1S(=O)(=O)c1ccccc1 (stereo not given) | 3.3% | 2% | -10% | 2.8% | 0.9 | 49 | i | -2 | 0% | -4 | -10 | 4%
COc1ccccc1C(=O)Nc1ccccc1SC(=O)c1ccccc1OC | 0.0% | 39% | 7% | 5.2% | 11 | 93 | · | · | 3% | · | · | -11%
CN1CCN(c2c([N+](=O)[O-])cnc3ccccc23)CC1 | -1.9% | · | · | 1.1% | -0.4 | 69 | · | · | · | · | · | 5%
COCc1cc(C)nc(N2CCOCC2)c1C#N | -0.1% | 8% | -3% | 1.3% | 0.0 | 64 | i | 10 | -7% | 6 | 0 | -1%
CCn1c(COC(=O)CNC(=O)c2ccccc2F)nc2cc(S(=O)(=O)N(C)C)ccc21 | 1.6%[50 µM] | · | · | -1.7% | 1.5 | 55 | · | · | · | · | · | -8%
COc1cccc(CNS(=O)(=O)c2cccc(S(=O)(=O)N3CCOCC3)c2)c1 | 1.9% | 4% | -1% | 0.0% | -0.7 | 50 | i | -13 | 1% | 2 | 8 | -3%
CCOC(=O)C(C(=O)N(C)C)c1ncc(C(F)(F)F)cc1Cl (stereo not given) | 0.2% | -5% | -4% | 4.3% | -2.0 | 82 | i | -5 | 4% | 23 | 23 | 0%
Cn1c(=N)n(CC(=O)c2ccc(Br)s2)c2ccccc21 | i | ? | -6% | 6.6% | -1.9 | 66 | i | -2 | -9% | 12 | 6 | 2%
CCOC(=O)c1c(C)n(C)c2ccc(OCC(O)CN3CCC(C)CC3)cc12 (stereo not given) | -4.2% | 3% | 7% | -0.7% | 12 | 58 | i | -6 | -5% | 21 | -2 | -1%
C[C@H]1CN=C(Nc2ccccc2)N1CCc1ccccc1 | 3.8% | · | · | -0.2% | 2.6 | 84 | · | · | · | · | · | -4%
COc1cc(NC(=O)C/C(C)=N/NC(=O)C(=O)NC2CCCCC2)c(OC)cc1Cl | 0.0% | -2% | -5% | 1.9% | -1.1 | 37 | i | 16 | -4% | 13 | 21 | -11%
COc1ccc(N(CC(=O)Nc2ccccc2C(=O)NCc2ccco2)S(C)(=O)=O)cc1 | 6.5% | -2% | -20% | 0.6% | -0.6 | 62 | i | -3 | -7% | 7 | 2 | -7%
CCN1CCN(CC(=O)Nc2ccc3c(c2)OCCO3)C(=O)C1=O | -1.0% | 3% | -5% | 1.0% | 1.1 | 52 | i | 4 | -8% | 6 | 9 | 2%
CCOC(=O)Cn1nc(-c2ccc(Cl)cc2)cc1N | 1.1% | -2% | -8% | 1.9% | 2.9 | 56 | i | 3 | -1% | 1 | -5 | -3%
CN(c1cccc(NC(=O)c2cccc([N+](=O)[O-])c2)c1)S(C)(=O)=O | 0.4% | 23% | 10% | 1.3% | 1.8 | 42 | i | 16 | -9% | -26 | -16 | -20%
CC(C)Oc1ccc2c(=O)c(-c3ccccc3)coc2c1 | 6.0% | -4%&-11% | 12%&-11% | 18% | 3.5 | 50 | i | -1 | -1%&0% | -10&-5 | 3&-1 | 3%
Cc1ccccc1S(=O)Cc1ccc(C(=O)NCCN2CCOCC2)o1 (stereo not given) | 0.5% | -4% | -13% | 1.1% | -0.9 | 67 | · | · | -10% | · | · | -10%
CC(c1nnc(SCC(=O)Nc2cccnc2Cl)n1Cc1ccccc1)N(C)C (stereo not given) | 0.3% | 1% | -9% | 2.6% | -1.2 | 96 | i | 24 | -1% | 5 | -1 | -5%
Cc1ncc(CN2CCCC(CCC(=O)NCc3ccccc3F)C2)s1 (stereo not given) | 0.4% | 1% | 12% | -1.2% | -0.3 | 43 | i | -13 | -4% | 6 | -2 | -3%
O=C(Nc1cc(C(F)(F)F)ccc1-n1cncn1)c1ccc(Cl)cc1 | -0.2% | -3% | 4% | 2.1% | 13 | 69 | i | 3 | -5% | 6 | 7 | -4%
CC(=O)C1=C(O)C(=O)N(CCc2c[nH]c3ccccc23)C1c1ccc(C)cc1 (stereo not given) | 0.0% | 5% | 3% | 8.2% | -1.5 | 73 | i | -6 | 1% | -19 | -3 | 11%
COc1ccc(-c2cc(=O)oc3c(C)c(OC(C)C(C)=O)ccc23)cc1 (stereo not given) | -0.2% | 11% | -1% | 2.7% | 1.0 | 56 | · | · | -4% | · | · | -2%
CS(=O)(=O)c1ncc(CO)n1Cc1ccccc1 | 0.3% | -5% | -12% | 1.3% | 1.4 | 83 | i | 3 | -10% | 2 | -5 | -1%
O=C(O)c1ccc(S(=O)(=O)c2ccc(Sc3ccc(C(=O)O)c(C(=O)O)c3)cc2)cc1 | 0.1% | 9% | 7% | -1.6% | -1.2 | 93 | i | 19 | -3% | -5 | -6 | 9%
Cc1cccc(C)c1NC(=O)C[n+]1cc(-c2ccccc2)n2c1CCC2 | 1.0% | 0% | 2% | · | -0.6 | 65 | · | · | -5% | · | · | -12%
O=C(/C=C/c1cccc(Cl)c1)OCc1cn2cc(Cl)ccc2n1 | 0.1% | 11% | -2% | 0.2% | -1.2 | 50 | i | 10 | 0% | 33 | 19 | 0%
O=C(C1=C(O)C(=O)N(CCN2CCOCC2)C1c1ccc(F)cc1)c1cc2ccccc2o1 (stereo not given) | 0.7% | 26% | -5% | 2.8% | -0.7 | 67 | · | · | -8% | · | · | -13%
COc1ccc2nc(C)cc(SCC(=O)NNC(=O)COc3ccc(C)cc3)c2c1 | 0.6% | 18% | -4% | 1.6% | 2.7 | 103 | i | -29 | -8% | 2 | -3 | -8% | Dengue-2 NS5 capping pilot replicate=-7.3
COc1ccc(-c2csc(NS(=O)(=O)c3ccc([N+](=O)[O-])cc3)n2)cc1 | 0.3%[50 µM] | -6% | 18% | 14% | 4.4 | 63 | i | 1 | 0% | 20 | 10 | 20%
Cc1ccc(C)c(S(=O)(=O)NCc2ccc(C(=O)N3CCC(Cc4ccccc4)CC3)cc2)c1 | 0.6% | 22% | -4% | -3.4% | 13 | 52 | i | -2 | 8% | 54 | 2 | 1%
CC(C)CNC(=S)N1CCN(c2nc3ccccc3s2)CC1 | 1.5% | -29% | 7% | 7.3% | 1.8 | 42 | i | -4 | -11% | 0 | 4 | -10%
CCOc1cc(C(=O)NCc2ccc(F)cc2)ccc1OCC(=O)N1CCCCC1 | 0.3%[50 µM] | · | · | 2.4% | 0.8 | 60 | · | · | · | · | · | 0%
Cc1ccccc1OCC(=O)N/N=C1\CC(=O)CC(C)(C)C1 | 0.1% | -8% | 19% | 2.1% | -0.3 | 66 | · | · | 0% | · | · | 3%
CC1CCN(S(=O)(=O)c2ccc(NC(=O)CN3CCCC(C)C3)cc2)CC1 (stereo not given) | 8.3% | 1% | 15% | 12% | 2.6 | 61 | i | 2 | -7% | -11 | -4 | -2%
COC(=O)c1cc(C)sc1NC(=O)CN1CCN(C(=O)c2ccco2)CC1 | 0.5%[50 µM] | 15% | -5% | 3.3% | -0.5 | 41 | · | · | -12% | · | · | 10%
Cc1ccc2[nH]c(=O)c(N3CCOCC3)c(-c3ccccc3)c2c1 | 0.5% | 28% | -6% | 0.3% | 8.8 | 63 | i | -1 | 0% | 14 | -22 | -1%
COc1ccc(-c2cc(C(=O)Nc3cc(OC)cc(C(=O)Nc4cccc(C(F)(F)F)c4)c3)[nH]n2)cc1 | -0.6% | 28% | -7% | 4.6% | -5.5 | 105 | · | · | -3% | · | · | -2%&-4%
CCc1ccc(C(=O)Nc2ccc(S(=O)(=O)Nc3nc(C)cc(C)n3)cc2)o1 | -0.6% | 4% | -10% | 2.6% | 1.2 | 47 | i | 7 | -5% | · | · | -9%

Assay outcomes (PubChem BioAssay)
